Source: PubChem BioAssay
uPA surface inh = qHTS for Inhibitors of Cell Surface uPA Generation; Potency, µM (series often up to 38.3 µM), for inactives: at the top dose activity change, negative = inhibition, actives largely listed as inhibitors; cell surface uPA generation assay, qHTS; hit rate 0.31% among 330,000; active means well fitted inhibition curve with a large enough effect; inconclusive means small, poorly fitted or top-dose-only effect; inactive means no such curve, though single readings can be large or run the other way; tested in mouse RAW 264.7 cells; further: on the % scale 0 is the no-effect control and ±100 the full control effect; nearly all actives have a fitted effect of over 55% in size
Gal4-VP16 FLuc = VP16 counterscreen qHTS for inhibitors of ROR gamma transcriptional activity; Drosophila S2 Gal4-VP16 UAS-luciferase, luminescence, 20 h; Potency, µM (series often up to 53.6 µM), without a hit: at the highest dose activity, negative = inhibition, hits mostly inhibitors; hit rate 3.5% among 310,000; AID 2546, 2010;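 further: Gal4-VP16 expression switched on by copper sulfate through the metallothionein promoter; on the % scale 0 is the no-effect control and ±100 the full control effect; nearly all actives have a fitted effect of over 50% in size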
NPC1 prom act = qHTS Assay for NPC1 Promoter Activators; hit rate 2.4% among 320,000; Huh7 NPC1 promoter luciferase reporter, 24 h; Potency, µM (doses to about 9.22 µM), inactives show at the top dose activation, actives largely listed as activators;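 further: % of control where 0% means no effect; nearly all actives have a fitted effect of over 60% in size; reporter is driven by a mutant NPC1 promoter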
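Luminescence read-out of NPC1 promoter-driven luciferase in stably transfected Huh7 cells; compounds delivered in DMSO and left 24 h at 37C, 5% CO2, qHTS titration format.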
BRCA1 expr up = qHTS Assay to Identify Small Molecule Activators of BRCA1 Expression; MCF7-BRCA1-FFLuc reporter, luminescence, 48 h; response scale: scaled: vehicle 0%, 10 µM genistein 100%; Potency, µM (series often up to 46.1 µM), without a hit: at the highest dose activation, most hits filed as activators; hit rate 1.1% among 380,000; AID 624202, 2012; further: nearly all actives have a fitted effect of over 80% in size; some results filed as inactive show a strong effect at the top dose
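MCF7 cells carrying a BRCA1-firefly luciferase reporter (2000 cells/well, phenol-red free MEM) were attached for 2 h at 37 °C, then given compounds for 48 h. Luminescence was read 15 min after luciferase reagent; activity normalized to genistein (10 microM) and DMSO.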
Rab9 promoter act = qHTS Assay for Rab9 Promoter Activators. hit rate 2.8% among 320,000. AID 485297, 2010. Huh7 Rab9 promoter-luciferase reporter, luminescence, 24 h. Potency, µM (top dose mostly 9.22 µM), for inactives: at the highest dose activation, negative = inhibition, most hits filed as activators; further: % of control where 0% means no effect; nearly all actives have a fitted effect of over 60% in size
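Stable Rab9-luc Huh7, 1500 cells/well, 2 h settle; cmpd in DMSO, 24 h, 37 °C/5% CO2; luciferase reagent 10 min RT; luminescence.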
p53 reactivator = qHTS assay for re-activators of p53 using a Luc reporter; hit rate 0.063% among 320,000; H1299 p53-A138V BP100-luciferase reporter, luminescence, 24 h; Potency, µM (top dose mostly 92.2 µM), without a hit: at the highest dose activity change, positive = activation, actives largely listed as activators; further: % of control where 0% means no effect; nearly all actives have a fitted effect of over 45% in size
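p53-null H1299 cells stably carrying temperature-sensitive p53-A138V and a BP100-luciferase reporter were pinned with compounds (4-point, 1:5 series) and held 24 hrs at 37 deg C. Luminescence was read 10 min after detection reagent.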
FLuc counter = qHTS profiling assay for firefly luciferase inhibitor/activator using purifed enzyme and Km concentrations of substrates (counterscreen for miR-21 project); Luciferin 4-monooxygenase (Photinus pyralis), P08659; AID 588342, 2011; purified FLuc, Km substrates, luminescence inhibition; Potency, µM (highest dose often 57.5 µM), without a hit: at the top dose activity change, negative = inhibition, most hits filed as inhibitors; hit rate 6.9% among 360,000;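 further: plate controls were vehicle for no effect and reference inhibitor for full effect; nearly all actives have a fitted effect of over 55% in size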
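Biochemical qHTS of compounds, final roughly 60 µM downward over six points, against 10 nM purified firefly luciferase using Km concentrations of substrates (10 uM D-luciferin, 10 uM ATP) in Tris acetate pH 7.5 buffer; luminescence output.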
MLL CXXC-DNA inh = qHTS Fluorescence Polarization Assay for Inhibitors of MLL CXXC domain - DNA interaction | Histone-lysine N-methyltransferase 2A (Homo sapiens), Q03164 | MLL-CXXC / FITC-HOXA9 DNA fluorescence polarization | Potency, µM (highest dose often 115 µM), for the others: at the highest dose activity change, negative = inhibition, most hits filed as inhibitors | hit rate 0.037% among 290,000; active means well fitted inhibition curve with a large enough effect in the polarisation, with a control signal flat, not every such curve was filed as active; inconclusive means small, poorly fitted or top-dose-only effect, or effect the other way, or a change in a side signal; inactive means no such curve, though single readings can be large or run the other way; the % refers to the polarisation
Target sequence (Q03164 whole entry, looked up, the tested form may be a part): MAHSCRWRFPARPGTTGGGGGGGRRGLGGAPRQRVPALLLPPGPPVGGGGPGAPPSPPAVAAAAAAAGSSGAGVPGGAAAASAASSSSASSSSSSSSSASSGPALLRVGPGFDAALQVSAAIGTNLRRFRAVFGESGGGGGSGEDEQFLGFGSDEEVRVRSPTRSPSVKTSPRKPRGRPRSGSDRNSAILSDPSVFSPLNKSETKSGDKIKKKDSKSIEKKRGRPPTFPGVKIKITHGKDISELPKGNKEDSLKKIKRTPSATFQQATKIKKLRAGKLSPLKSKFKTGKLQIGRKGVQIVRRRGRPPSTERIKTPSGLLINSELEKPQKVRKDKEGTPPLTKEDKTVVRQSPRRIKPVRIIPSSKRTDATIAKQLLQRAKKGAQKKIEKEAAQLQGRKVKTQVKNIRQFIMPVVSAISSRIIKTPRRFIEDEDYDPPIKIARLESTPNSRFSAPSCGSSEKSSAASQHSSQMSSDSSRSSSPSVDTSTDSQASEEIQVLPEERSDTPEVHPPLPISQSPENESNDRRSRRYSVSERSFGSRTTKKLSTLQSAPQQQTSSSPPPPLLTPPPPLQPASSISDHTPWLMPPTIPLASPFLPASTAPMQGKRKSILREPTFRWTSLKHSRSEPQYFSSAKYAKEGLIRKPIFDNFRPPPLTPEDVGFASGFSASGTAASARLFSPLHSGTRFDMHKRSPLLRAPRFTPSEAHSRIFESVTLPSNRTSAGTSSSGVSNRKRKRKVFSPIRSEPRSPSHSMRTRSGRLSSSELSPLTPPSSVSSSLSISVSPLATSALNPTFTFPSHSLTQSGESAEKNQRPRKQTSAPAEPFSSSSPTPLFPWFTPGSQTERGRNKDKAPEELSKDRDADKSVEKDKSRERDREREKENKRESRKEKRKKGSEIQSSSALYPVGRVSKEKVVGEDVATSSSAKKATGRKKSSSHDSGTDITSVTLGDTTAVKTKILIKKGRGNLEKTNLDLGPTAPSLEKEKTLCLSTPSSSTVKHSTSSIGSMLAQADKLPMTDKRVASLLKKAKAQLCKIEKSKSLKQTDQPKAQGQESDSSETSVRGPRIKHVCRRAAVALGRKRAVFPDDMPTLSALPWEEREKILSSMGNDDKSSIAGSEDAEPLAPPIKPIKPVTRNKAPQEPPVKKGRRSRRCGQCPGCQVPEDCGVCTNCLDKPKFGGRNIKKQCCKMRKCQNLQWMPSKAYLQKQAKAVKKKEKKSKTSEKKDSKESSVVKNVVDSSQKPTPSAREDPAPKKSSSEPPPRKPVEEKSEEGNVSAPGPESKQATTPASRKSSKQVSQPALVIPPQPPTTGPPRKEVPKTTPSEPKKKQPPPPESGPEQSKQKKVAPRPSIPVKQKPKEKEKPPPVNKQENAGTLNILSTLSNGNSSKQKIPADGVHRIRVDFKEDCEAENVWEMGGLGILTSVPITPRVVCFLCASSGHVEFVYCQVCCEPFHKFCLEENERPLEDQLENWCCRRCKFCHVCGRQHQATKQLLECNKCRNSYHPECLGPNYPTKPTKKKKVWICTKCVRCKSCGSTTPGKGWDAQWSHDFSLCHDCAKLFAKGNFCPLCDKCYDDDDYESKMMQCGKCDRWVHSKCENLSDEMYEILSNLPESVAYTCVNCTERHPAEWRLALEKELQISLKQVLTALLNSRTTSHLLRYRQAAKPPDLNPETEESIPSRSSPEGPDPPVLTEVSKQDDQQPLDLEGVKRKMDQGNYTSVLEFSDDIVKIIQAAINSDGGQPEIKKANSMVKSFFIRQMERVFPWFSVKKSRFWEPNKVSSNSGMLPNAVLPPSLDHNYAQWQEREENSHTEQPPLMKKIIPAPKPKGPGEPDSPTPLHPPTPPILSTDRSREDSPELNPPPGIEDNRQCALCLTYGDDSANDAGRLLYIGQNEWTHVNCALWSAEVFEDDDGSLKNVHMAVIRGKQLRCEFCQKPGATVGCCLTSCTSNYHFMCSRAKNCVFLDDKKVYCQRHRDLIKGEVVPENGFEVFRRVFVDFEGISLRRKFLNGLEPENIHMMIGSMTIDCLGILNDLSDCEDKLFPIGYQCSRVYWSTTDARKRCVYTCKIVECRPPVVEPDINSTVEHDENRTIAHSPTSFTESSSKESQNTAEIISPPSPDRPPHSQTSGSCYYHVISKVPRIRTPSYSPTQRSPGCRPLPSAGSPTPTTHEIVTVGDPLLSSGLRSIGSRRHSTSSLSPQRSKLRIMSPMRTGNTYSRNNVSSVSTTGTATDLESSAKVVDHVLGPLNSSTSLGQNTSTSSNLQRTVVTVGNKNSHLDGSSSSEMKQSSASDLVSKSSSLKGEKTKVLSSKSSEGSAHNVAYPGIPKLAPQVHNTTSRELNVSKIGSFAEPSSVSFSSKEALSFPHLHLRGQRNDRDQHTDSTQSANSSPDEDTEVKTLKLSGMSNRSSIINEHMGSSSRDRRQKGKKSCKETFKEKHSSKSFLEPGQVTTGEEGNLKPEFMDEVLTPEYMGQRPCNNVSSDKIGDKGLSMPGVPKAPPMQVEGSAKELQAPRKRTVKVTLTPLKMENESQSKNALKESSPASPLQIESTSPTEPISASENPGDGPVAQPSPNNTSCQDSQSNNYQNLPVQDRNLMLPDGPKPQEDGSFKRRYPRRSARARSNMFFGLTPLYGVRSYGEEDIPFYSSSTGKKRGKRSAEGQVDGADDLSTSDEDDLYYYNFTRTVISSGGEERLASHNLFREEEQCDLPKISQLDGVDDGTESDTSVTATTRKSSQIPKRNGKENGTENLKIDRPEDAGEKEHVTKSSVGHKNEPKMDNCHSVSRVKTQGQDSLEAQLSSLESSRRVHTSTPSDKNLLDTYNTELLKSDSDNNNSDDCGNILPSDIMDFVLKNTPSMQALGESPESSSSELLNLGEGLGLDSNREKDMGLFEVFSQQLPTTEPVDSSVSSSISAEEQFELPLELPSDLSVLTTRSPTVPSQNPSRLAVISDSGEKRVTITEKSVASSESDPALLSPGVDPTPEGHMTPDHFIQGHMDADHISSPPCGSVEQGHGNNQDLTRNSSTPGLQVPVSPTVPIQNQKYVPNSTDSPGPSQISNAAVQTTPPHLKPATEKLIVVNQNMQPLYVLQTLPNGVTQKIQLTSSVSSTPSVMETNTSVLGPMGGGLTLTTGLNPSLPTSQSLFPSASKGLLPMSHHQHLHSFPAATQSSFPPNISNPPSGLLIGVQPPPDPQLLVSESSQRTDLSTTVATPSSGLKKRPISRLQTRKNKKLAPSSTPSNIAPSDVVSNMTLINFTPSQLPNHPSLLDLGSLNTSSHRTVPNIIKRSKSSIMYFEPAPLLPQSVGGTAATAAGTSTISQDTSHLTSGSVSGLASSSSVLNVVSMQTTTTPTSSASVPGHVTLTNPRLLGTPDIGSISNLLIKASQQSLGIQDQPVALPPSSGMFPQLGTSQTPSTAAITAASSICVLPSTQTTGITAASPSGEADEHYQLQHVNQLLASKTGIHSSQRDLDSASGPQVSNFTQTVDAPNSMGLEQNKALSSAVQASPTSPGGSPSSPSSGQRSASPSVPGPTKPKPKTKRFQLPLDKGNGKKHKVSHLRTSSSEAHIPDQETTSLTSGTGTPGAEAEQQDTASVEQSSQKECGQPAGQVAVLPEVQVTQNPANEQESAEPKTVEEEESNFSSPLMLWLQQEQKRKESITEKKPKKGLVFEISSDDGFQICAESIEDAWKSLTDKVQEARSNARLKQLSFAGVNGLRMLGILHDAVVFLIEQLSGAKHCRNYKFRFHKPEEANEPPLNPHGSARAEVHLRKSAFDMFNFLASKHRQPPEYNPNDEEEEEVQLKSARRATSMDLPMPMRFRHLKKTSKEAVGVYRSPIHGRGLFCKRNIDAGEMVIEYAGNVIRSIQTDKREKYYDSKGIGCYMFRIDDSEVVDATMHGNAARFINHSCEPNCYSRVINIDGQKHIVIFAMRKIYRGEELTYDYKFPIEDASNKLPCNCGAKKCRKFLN
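Fluorescence polarization: 7 uM MLL-CXXC (stock) preincubated 5 min with compounds, then 50 nM fluorescein-HOX-A9 DNA (stock) added; 30 min ambient. Buffer 50 mM Tris-HCl pH 7.5, 50 mM NaCl, 1 mM DTT, 0.05% BSA.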
MBNL1 CUG block = qHTS Assay for Inhibitors of MBNL1-poly(CUG) RNA binding. Muscleblind-like protein 1 (Homo sapiens), Q9NR56. TR-FRET MBNL1-His/biotin-(CUG)12 binding, 665/545 ratio. Potency, µM (highest dose often 57.5 µM), for the others: at the highest dose activity change, negative = inhibition, actives largely listed as inhibitors. hit rate 0.036% among 280,000; active means well fitted inhibition curve with a large enough effect in the signal ratio, with a control signal flat, not every such curve was filed as active; inconclusive means small, poorly fitted or top-dose-only effect, or effect the other way, or a change in a side signal; inactive means no such curve, though single readings can be large or run the other way; the % refers to the signal ratio; further: on the % scale 0 is the no-effect control and ±100 the full control effect
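TR-FRET between His-tagged MBNL1 and biotin-(CUG)12 RNA, detected with Tb anti-His antibody (0.055 ng/ul) and streptavidin-XL665 (5 nM), 60 min at room temperature. Compounds titrated 92 nM to 58 uM; 665/545 nm ratio normalized to buffer and complex controls.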
RORgamma inh = qHTS for inhibitors of ROR gamma transcriptional activity | Drosophila S2 Gal4-RORgamma UAS-luciferase reporter, 20 h | AID 2551, 2010 | Potency, µM (top dose mostly 53.6 µM), for inactives: at the top dose activity change, negative = inhibition, most hits filed as inhibitors | Nuclear receptor ROR-gamma (Mus musculus), P51450 | hit rate 5.4% among 310,000; further: on the % scale 0 is the no-effect control and ±100 the full control effect; nearly all actives have a fitted effect of over 60% in size
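Stable Schneider cell line, Gal4 DNA-binding domain fused to ROR gamma, UAS-luciferase. Cmpd 1 hr RT → CuSO4 700 uM final → 20 hr RT → luciferase reagent 10 min → luminescence.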
ELG1 genotox = qHTS screen for small molecules that induce genotoxicity in human embryonic kidney (HEK293T) cells expressing luciferase-tagged ELG1. HEK293T ELG1-luciferase reporter, luminescence, 16 h. Potency, µM (series often up to 46 µM), without a hit: top-dose activity change, positive = activation, hits mostly activators. hit rate 1.3% among 330,000. AID 504466, 2011; further: % of control where 0% means no effect; nearly all actives have a fitted effect of over 60% in size
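Genotoxic stress is detected as increased luminescence from luciferase-tagged ELG1 in HEK293T cells, measured with ONE-Glo after a 16 hr treatment at 37 °C.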
* marks the source's active call; other numbers are inactive results; ? = inconclusive; . = not tested or not shown; & = joins results of further samples; [ ] = dose if it differs, or a comment. Unless noted, the call rests on the fitted dose curve; in most records, active means well fitted curve in the direction sought with a large enough effect; inconclusive means small, poorly fitted or top-dose-only effect, or another doubt; inactive means no such curve, though single readings can be large; an effect the other way counts as inactive or inconclusive. Potency means the concentration at half of the fitted maximal effect. Some of the compounds tested (hit frequency here may not be typical).

Each structure is followed by: uPA surface inh	Gal4-VP16 FLuc	NPC1 prom act	BRCA1 expr up	Rab9 promoter act	p53 reactivator	FLuc counter	MLL CXXC-DNA inh	MBNL1 CUG block	RORgamma inh	ELG1 genotox
> COc1ccc(C(=O)NC(=S)SCC(=O)O)cc1
  -5.7%	-1.9%	0.7%	-4.3%	1.7%	2.2%	?	94.2%[activator]	.	-1.2%	-0.1%
> O=C(CCSc1nc(-c2ccco2)cc(C(F)(F)F)n1)NCC1CCCO1 (stereo not given)
  4.5%	2.3%	-0.5%	7.0%	-4.2%	-1.4%	4.0%	-6.2%	15.2%	24.8%	-3.1%
> O=C(Nc1nnc(-c2ccco2)s1)C1CCN(S(=O)(=O)c2ccc(Cl)cc2)CC1
  -1.4%	1.0%	-3.0%	-21.4%	-5.0%	-4.8%	0.1%	1.8%	45.4%[activator]	40.1%	-3.2%
> C=C(C)COc1ccc(-c2nc(N)ncc2-c2ccccc2OC)c(O)c1
  3.5%	-0.3%	-2.2%	-66.8%	-7.3%	-2.9%	1.1%	0.4%	-6.1%	21.4%	-0.1%
> O=C(N/N=C/c1ccccn1)c1sc2ccccc2c1Cl
  ?	3.16µM*	-1.3%	-31.2%	-1.3%	24.4%	9.53µM*	18.8%	.	2.82µM*	?
> O=C(CN1C(=O)NC2(CCc3ccccc3C2)C1=O)NCC(F)(F)F (stereo not given)
  3.2%	-2.4%	2.9%	17.9%	-2.3%	7.2%	0.2%	16.9%	-6.0%	-15.5%	-2.3%
> Cc1ccc(-c2csc3ncn(/N=C/N(C)C)c(=O)c23)o1
  -3.1%	-4.5%	2.4%	9.3%	-3.5%	0.2%	4.6%	-0.9%	3.8%	23.4%	2.9%
> CN(C(=O)CSc1nnc(-c2cccnc2)o1)C1CCCCC1
  4.3%	.	-1.0%	15.2%	-0.9%	-3.3%	-2.1%	.	.	.	0.6%
> CC1CCN(S(=O)(=O)c2cc3c4c(c2)C(C)C(=O)N4CCC3)CC1 (stereo not given)
  4.8%	11.9%	-7.3%	-8.8%	-4.6%	9.0%	0.6%&-1.6%	7.9%	-0.1%	-0.9%	2.4%
> CCCCc1cc(=O)oc2cc(C)cc(OCC(=O)O)c12
  .	9.9%	-1.7%	-14.2%	7.4%	0.6%	1.8%	-2.1%	-6.5%	0.6%	2.3%
> O=c1c2cnn(-c3ccccc3)c2nnn1/N=C/c1cccnc1
  -5.1%	0.6%	-0.5%	-38.0%	-4.5%	-0.9%	-2.8%	14.2%	?	-0.5%	-2.4%
> CCCc1noc(-c2cccc([N+](=O)[O-])c2)n1
  2.2%	10.9%	-2.7%	-4.9%	-3.9%	28.6%	-8.3%	0.3%	?	0.9%	1.4%
> COC(=O)C1=C(O)CSC1=Nc1ccc(C)cc1
  0.2%	-2.4%	0.8%	-3.6%	2.6%	-2.4%	0.5%	3.3%	.	-7.7%	1.4%
> CCOC(=O)CNC(=O)COc1coc(CN2CCN(c3ccc(F)cc3)CC2)cc1=O
  -4.9%	-5.7%	-3.3%	-9.0%	0.6%	9.5%	1.8%	2.0%	-2.8%	-0.9%	-1.3%
> COc1ncnc(NS(=O)(=O)c2ccc(N)cc2)c1OC
  33.1%[activator]	-3.2%[17 µM]	-0.9%	14.2%	0.8%	3.3%	-1.3%	-7.0%	.	-5.3%[16.9 µM]	-1.8%

(more compounds)
Each structure is followed by: uPA surface inh	Gal4-VP16 FLuc	NPC1 prom act	BRCA1 expr up	Rab9 promoter act	p53 reactivator	FLuc counter	MLL CXXC-DNA inh	MBNL1 CUG block	RORgamma inh	ELG1 genotox
> COCCNC(=O)CSc1nc2cc3c(cc2c(=O)n1CCCC(=O)NCCc1ccc(OC)c(OC)c1)OCO3
  -5.6%	-2.7%	0.6%	4.2%	-2.8%	-2.5%	-2.9%&0.5%	-2.4%	-2.3%	29.2%	0.8%
> COC(=O)CN1C(=O)C2(OCCCO2)c2ccccc21
  .	0.4%	-1.6%	3.7%	5.1%	3.4%	6.2%	7.2%	-5.3%	12.8%[10 µM]	1.1%
> COc1ccsc1NC(=O)OCc1ccc(Cl)cc1
  8.3%	-6.1%	29.0%	12.6µM*	27.6%	9.6%	?	8.1%	4.3%	27.4%	?
> O=C(COC(=O)c1cc[n+]([O-])cc1)Nc1ccc(SC(F)F)cc1
  -2.2%	0.5%	22.1%	?	?	13.4%	-20.0%	-23.5%	6.9%	-25.1%	10.1%
> COc1ccccc1NC(=O)c1oc2ccccc2c1NC(=O)C1CC1
  1.7%	-6.9%	3.0%	-18.5%	1.0%	-4.7%	-16.0%	-1.6%	15.6%	-25.6%	-1.9%
> O=C1/C(=C/c2ccc([N+](=O)[O-])cc2)Oc2cc(O)ccc21
  -11.1%	?	23.1%	34.0%	-4.0%	?	4.78µM*	-7.5%	?	?	0.2%
> CCOc1ccc(-c2ccc(SCC(=O)N3CCN(c4ccccc4)CC3)nn2)cc1
  .	12.5%	2.7%	.	-2.4%	6.6%	?	29.3%	7.7%	10.7%	1.2%
> O=[N+]([O-])c1ccc(Sc2ccc(Cl)c(Cl)c2)nc1
  .	0.5%	-8.1%	-28.4%	-1.5%	-0.9%	-0.2%	-3.2%	12.7%	-43.3%	1.5%
> O=C(NN1CC(=O)N(c2cc(Cl)cc(Cl)c2)CC1=O)c1sccc1Cl
  3.7%	-4.0%	-6.9%	-21.8%	-9.0%	-1.1%	-0.2%	-7.2%	-4.6%	2.0%	-3.8%
> Cc1cc(OCC(=O)Nn2cnnc2)c(C)cc1Br
  -0.2%	21.8%	-1.2%	-1.0%	-3.4%	-3.0%	-8.6%	0.4%	-9.9%	?	-4.8%
> O=C(Nc1ccc(Cl)c(S(=O)(=O)N2CCCCC2)c1)c1ccco1
  -1.1%	.	-5.9%	-34.3%	16.2%	?	-14.8%	.	.	.	-3.7%
> Cc1ccc(C)c(NC(=S)c2nc3ccccc3s2)c1
  -12.9%	0.708µM*	?	13.6%	?	?	?	-3.5%	.	0.398µM*	4.2%
> CCN(CC)S(=O)(=O)c1cccc(NC(=O)CN(C)C2CCCCC2)c1
  -2.4%	-17.6%	-2.1%	0.0%	-3.4%	-0.8%	3.7%	-4.1%	-1.7%	15.5%	-6.4%
> O=C(NCCC1CCCCN1S(=O)(=O)c1ccc(F)cc1)C(=O)NCc1ccccn1 (stereo not given)
  -0.3%	.	4.2%	1.8%	0.4%	4.5%	3.2%	.	.	.	1.2%
> COc1ccc(OC)c2sc(NNC(=O)C3COc4ccccc4O3)nc12 (stereo not given)
  27.5%	-12.4%	-1.2%	-48.8%	-1.2%	-5.4%	-2.5%	17.9%	1.5%	?	-5.2%

Going on with the list.
Each structure is followed by: uPA surface inh	Gal4-VP16 FLuc	NPC1 prom act	BRCA1 expr up	Rab9 promoter act	p53 reactivator	FLuc counter	MLL CXXC-DNA inh	MBNL1 CUG block	RORgamma inh	ELG1 genotox
> CCS(=O)(=O)Nc1cccc(-c2ccc3nnc(C)n3n2)c1
  .	2.0%	-6.3%	.	1.6%	3.1%	3.5%	3.4%	?	-42.0%	?
> COc1ccc(-c2nn(-c3ccccc3)cc2CO)cc1
  9.2%	?	2.6%	?	?	8.6%	?	3.9%	-3.8%	?	?
> Cc1cc(SCCC(=O)O)nc2c(C)cccc12
  -3.1%	-5.2%	0.8%	-0.6%	1.5%	-1.4%	-0.2%	9.5%	2.3%	-16.4%	0.0%
> O=C(COc1ccccc1)Nc1ccccc1Oc1ccccc1
  -1.7%	3.6%	1.5%	-17.3%	2.9%	?	-0.4%	0.2%	-9.6%	24.5%	-1.2%
> CCOC(=O)N1CCc2c(sc3c2c(=O)n(Cc2ccccc2)c(=O)n3CC(=O)NCCOC)C1
  -3.2%	-10.2%	-1.7%	2.5%	-0.8%	7.0%	5.4%	3.5%	-1.4%	-33.5%	-2.6%
> CCN(CCNC(=O)C1CCN(S(=O)(=O)c2c(C)noc2C)CC1)c1ccccc1
  0.8%	-1.0%	-1.4%	-6.6%	27.4%	4.5%	-1.3%	2.6%	-6.0%	0.5%	-6.9%
